Screening data as filed in PubChem BioAssay.
ATG4B inhibitor: inhibitors of human ATG4B cysteine protease | ATG4B cleavage of LC3-PLA2, NBD-HPC fluorescence, 1 h | inhibition, % at 8.33 µM | actives 0.51% (n = 340,000); in the data active = inhibition above about 40%
Target sequence (Q9Y4P1 whole entry, looked up): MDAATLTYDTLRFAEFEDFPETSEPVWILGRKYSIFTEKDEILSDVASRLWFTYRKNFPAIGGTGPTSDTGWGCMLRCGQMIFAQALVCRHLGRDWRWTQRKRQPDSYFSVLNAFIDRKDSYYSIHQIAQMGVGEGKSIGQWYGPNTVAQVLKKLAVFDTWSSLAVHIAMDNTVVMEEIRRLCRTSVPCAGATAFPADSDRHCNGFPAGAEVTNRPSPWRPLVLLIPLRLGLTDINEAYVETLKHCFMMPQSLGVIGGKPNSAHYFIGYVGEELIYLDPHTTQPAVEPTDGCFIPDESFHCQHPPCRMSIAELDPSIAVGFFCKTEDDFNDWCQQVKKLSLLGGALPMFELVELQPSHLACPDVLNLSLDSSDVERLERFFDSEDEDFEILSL
Gli-Sufu antag: Gli-Sufu pathway antagonism; actives 0.74% (n = 340,000); inhibition, % at 5 µM; Sufu-KO-LIGHT fibroblasts, Gli luciferase reporter luminescence; AID 588413;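 active = inhibition above about 55%, limit read from the data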;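 also: 0% = DMSO-treated cells and 100% = wells with medium but no cells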
APJ antag: APJ receptor antagonism; AID 2521; actives 0.32% (n = 330,000); P35414; inhibition, % at 20 µM; CHO-K1 APJ beta-arrestin complementation, luminescence;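 active = inhibition above about 40% at 20 µM, limit read from the data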;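 also: cells challenged with 10 nM apelin-13 agonist together with compound; plate controls were apelin-13 plus DMSO wells for no effect and DMSO wells lacking apelin-13 for full effect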
CXCR6 block: blocks human CXCR6 beta-arrestin recruitment; O00574; CHO-K1 PathHunter CXCR6 beta-arrestin, luminescence; inhibition, % at 20 µM; actives 0.36% (n = 360,000); AID 602244; in the data active = inhibition above about 34%, passing the limit was not always enough;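 also: antagonist mode with CXCL16 agonist at 10 nM final; 0% = 10 nM CXCL16 with DMSO and 100% = unstimulated wells without agonist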
UBC13 inh: inhibitors of human UBC13 polyubiquitin chain formation | P61088 | TR-FRET | AID 485273 | inhibition, % at 20 µM | actives 0.47% (n = 330,000); in the data active = inhibition above about 45%, passing the limit was not always enough
Target sequence (P61088 whole entry, looked up): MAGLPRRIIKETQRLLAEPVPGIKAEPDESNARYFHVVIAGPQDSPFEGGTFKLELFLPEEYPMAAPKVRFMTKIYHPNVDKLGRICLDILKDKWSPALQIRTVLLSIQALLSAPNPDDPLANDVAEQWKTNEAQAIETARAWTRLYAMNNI
APJ agonist: agonists of human APJ apelin receptor; P35414; CHO-K1 APJ PathHunter beta-arrestin, luminescence; 0% DMSO wells, 100% apelin; actives 0.11% (n = 330,000); AID 2520; activation, % at 20 µM;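 active = activation more than six SD over the plate average, tested at 20 µM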;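 also: 0% = DMSO alone and 100% = apelin-13 at 10 nM; some results filed as inactive read as strong as hits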
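Test system: CHO-K1 APJ beta-arrestin complementation cell line. Amount: cell density 1000 per well. Controls: DMSO negative, 10 nM Apelin-13 positive. Signal: luminescent beta-gal fragment complementation, chemiluminescent substrate. Read-out basis: agonist-driven arrestin binding to APJ. Timing: compound stimulation 90 min at 25 °C, detection 60 min.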
CCR6 antagonist: antagonists of human CCR6 receptor; actives 0.49% (n = 340,000); inhibition, % at 20 µM; CHO-K1 CCR6 PathHunter beta-arrestin, luminescence, CCL20-stimulated; AID 493098; P51684;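 active = compounds whose inhibition of the agonist-driven luminescence signal at 20 µM reaches about 50%, limit read from the data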;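 also: cells stimulated with CCL20 at 14 nM final; plate controls were DMSO with CCL20 for no effect and DMSO without agonist for full effect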
Target sequence (P51684 whole entry, looked up): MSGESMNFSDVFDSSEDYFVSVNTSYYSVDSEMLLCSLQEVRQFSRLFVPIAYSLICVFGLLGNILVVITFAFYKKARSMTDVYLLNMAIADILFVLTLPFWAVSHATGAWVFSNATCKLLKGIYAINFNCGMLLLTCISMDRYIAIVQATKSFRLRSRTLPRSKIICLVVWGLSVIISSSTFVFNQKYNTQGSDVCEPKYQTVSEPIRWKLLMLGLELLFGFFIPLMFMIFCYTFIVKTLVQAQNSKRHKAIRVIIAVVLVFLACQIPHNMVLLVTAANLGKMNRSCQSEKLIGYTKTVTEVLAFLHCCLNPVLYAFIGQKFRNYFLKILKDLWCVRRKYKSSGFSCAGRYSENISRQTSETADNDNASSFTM
EBI2 antag: blocks human EBI2 receptor beta-arrestin signaling; inhibition, % at 5 µM; actives 0.81% (n = 360,000); EBI2 beta-arrestin recruitment, luminescence, 7a,25-OHC stimulated; P32249; in the data active = inhibition above about 38%;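 also: enzyme fragment complementation signal reports receptor beta-arrestin coupling in cells; 0% = agonist plus DMSO wells and 100% = wells without agonist; some results beyond the cut were filed as inactive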
* = called active by the depositor; . = no result given.

smiles	ATG4B inhibitor	Gli-Sufu antag	APJ antag	CXCR6 block	UBC13 inh	APJ agonist	CCR6 antagonist	EBI2 antag
CC(C)NC1(C(N)=O)CCNCC1	-0.8	4.0	.	-0.9	.	.	-3.5	-2.7
COc1ccc(/C=N/NC(=O)CNC(=O)/C=C/c2ccco2)cc1OC	0.8	23.6	4.3	-2.5	-9.9	1.0	5.1	-2.4
CCCN1CCN(C(=O)c2ccc(Sc3ccc(C)cc3)c(NC(C)=O)c2)CC1	-2.3	9.9	13.1	-0.8	-3.6	-4.9	5.6	-3.6
CCOC(=O)c1c(NC(=O)c2cccs2)sc(C(=O)N(C)C)c1C	-5.9	-20.3	4.4	5.9	7.8	1.1	2.4	3.1
CC(=O)N1CCCc2cc(S(=O)(=O)N3CCCC(C)C3)ccc21 (stereo not drawn)	-4.9	-1.5	16.2	2.3	2.7	-3.0	1.8	-2.4
COc1ccc(-n2c(CCc3ccccc3)nnc2SCC(=O)c2ccc(Cl)cc2)cc1	13.0	-3.6	12.3	18.1	12.4	0.1	35.0	38.2
Cc1ccc(/C(O)=C2\C(=O)C(=O)N(C)C2c2cccc([N+](=O)[O-])c2)cc1 (stereo not drawn)	5.2	7.3	0.6	13.2	-5.8	-2.3	12.3	-0.9
CCOC(=O)/C(=N\Nc1ccccc1Cl)N1CCN(C)CC1	-12.1	5.8	-6.7	4.4	-7.6	-2.3	-4.1	-8.2
CC(C)CCN(CC(=O)NCc1ccc(F)cc1)S(=O)(=O)c1ccccc1F	16.2	25.6	-5.6	4.0	1.5	-6.4	15.8	-4.9
COc1ccc(CC(=O)NNC(=O)CCc2ccccc2)cc1	3.0	-1.4	8.5	2.6	-23.2	-1.3	1.0	-1.8
CCOC(=O)c1ccc(NC(=O)CSc2ccc(-c3ccccn3)nn2)cc1	0.6	-7.1	-15.1	-10.9	-13.1	15.9	9.8	4.8
O=C(O)c1ccc(NC(=S)NC2CCCCC2)cc1	-4.5	-13.4	5.3	-3.4	5.8	-0.6	12.9	0.7
O=C(CN1C(=O)NC2(CCc3ccccc32)C1=O)NCc1ccc(Cl)cc1 (stereo not drawn)	-4.5	3.4	0.1	2.9	3.4	-0.9	5.6	-8.0
CC12C(=O)N(c3nccs3)C(=O)C1(C)C1CCC2O1 (stereo not drawn)	-12.7	12.4	.	3.8	.	.	-7.0	1.0
CN(Cc1cccs1)C(=O)c1ccc(S(=O)(=O)N2CCCCC2)cc1	-10.2	5.4	5.4	-1.6	5.0	0.7	6.9	-3.7
CC(=O)Nc1ccc(S(=O)(=O)NC2=C(N3CCN(C)CC3)C(=O)c3ccccc3C2=O)cc1	15.5	-8.9	-77.4	0.4	-122.4	5.5	10.6	-1.5
COc1cccc(NC(=O)C2CCC(CNS(=O)(=O)c3ccc4c(c3)CC(C)N4C(C)=O)CC2)c1 (stereo not drawn)	-4.0	-12.8	-9.6	-5.8	0.0	-2.0	9.8	14.0
Cc1cc(C)cc(NC(=S)N2CCN(S(=O)(=O)c3ccccc3)CC2)c1	-11.6	2.3	3.4	4.0	-4.3	-6.1	11.3	2.3
CCOC(=O)C1(CCc2ccccc2)CCN(Cc2ccc(OC)cc2)CC1	-4.3	21.9	9.7	3.0	1.5	-1.3	-0.1	-0.4
COc1cccc(CNCCN2CCOCC2)c1OC	-12.9	-3.8	6.2	-4.1	-3.9	-1.9	13.4	-6.6
CCOc1ccc(C2C(C(C)=O)=C(O)C(=O)N2CCc2c[nH]c3ccccc23)cc1 (stereo not drawn)	9.3	2.2	8.4	-0.2	-22.7	0.9	-5.8	-12.4
COc1ccc(OC)c(CCNC(=O)CCc2nnc3ccc(N4CCCC4)nn23)c1	1.1	-5.8	18.5	3.4	-1.6	1.7	22.7	2.9
S=C(NCCc1ccccc1)NCc1cccc(Cl)c1	84.2*	-10.5	-3.8	-8.0	-5.8	-1.0	0.7	5.0
COCCCNc1nc(CC(C)C)nc2c1nnn2Cc1ccccc1	0.6	9.2	-0.1	-11.7	-5.2	-3.5	3.1	-7.0
CCN(CC(=O)Nc1ccccc1C(F)(F)F)CC(=O)NC1CC1	-0.3	-0.7	-0.4	6.7	-12.8	-3.2	1.8	-7.6
N#CCCn1cc(C(=O)Nc2ccc(C(=O)O)cc2)c(-c2cccs2)n1	-9.1	-3.0	0.6	-7.3	18.4	-4.0	0.9	-5.7
Cc1ccccc1CC(=O)Nc1ccc(S(=O)(=O)N2CCOCC2)cc1	-1.6	1.8	-26.5	0.9	-0.4	-5.3	-11.3	-1.6
CC[C@@H](C)[C@@H](C(=O)N1CCN(C(=O)OC(C)(C)C)CC1)n1cc(CCCN=C(NC(=O)OC(C)(C)C)NC(=O)OC(C)(C)C)nn1	-11.8	10.5	4.9	18.8	17.3	1.6	15.7	-2.7
COc1ccc(-c2noc(COC(=O)c3ccco3)n2)cc1OC	-0.2	-0.1	2.8	-2.3	0.5	-4.3	2.1	-3.5
Cc1cc(C(=O)OC(C)C(=O)Nc2cccc(Cl)c2)on1 (stereo not drawn)	-7.0	-7.0	19.6	-0.8	3.0	-1.0	-6.0	-0.6
CS(=O)(=O)CCC(C(=O)OCc1ccc(Br)cc1)N1C(=O)c2ccccc2C1=O (stereo not drawn)	-5.6	-4.9	-4.6	-6.3	-15.3	1.1	1.8	-3.2
COCCCNC(=O)C1CCN(S(=O)(=O)c2ccc3nc4c(c(C(=O)O)c3c2)CCCCC4)CC1	1.5	3.1	-4.7	2.6	2.1	-1.7	6.0	-6.3
COCCCNC(=O)Cn1cnc2c(OCc3ccccc3)ncnc21	2.4	-4.6	10.8	-4.3	6.5	-3.2	1.2	-3.3
COC(=O)C1=C(C)NC(=O)/C1=C\N(C)C	-3.7	2.8	5.4	2.6	-1.3	-1.7	5.3	-10.3
Nc1nc(CN2CCN(c3cccc(Cl)c3)CC2)nc(N2CCCc3ccccc32)n1	23.9	-2.0	-12.4	-12.4	2.8	-2.0	-29.7	6.7
CCSc1nc2c(c(=O)[nH]1)C(C(C)C)C(C#N)=C(N)O2 (stereo not drawn)	-2.2	2.7	-19.5	1.5	-10.9	-0.9	-4.6	-3.3
Cc1ccc(C(=O)OCC(=O)NCc2ccc3c(c2)OCO3)cc1S(=O)(=O)N1CCOCC1	-11.3	-5.3	-8.3	-0.9	0.1	-0.2	-5.0	-10.2
CCCC(=O)Nc1c2c(nn1-c1ccc(C)cc1C)CSC2	2.3	3.1	11.6	2.8	-3.2	-2.9	5.7	3.0
COc1ccccc1NS(=O)(=O)c1ccc(NC(=O)CCNC(=O)c2ccco2)cc1	-12.7	-17.2	9.4	-3.2	-3.5	-3.6	12.0	-4.6
CCOc1ccc(OCC)c(NS(=O)(=O)c2cccc3nsnc23)c1	-0.7	2.8	-6.6	-1.4	-11.4	-10.9	-3.6	-3.4
Cc1ccc(C)c(SCC(=O)c2ccc[nH]2)c1	-8.0	-10.5	-15.5	-0.3	1.6	-2.4	4.6	-3.4
Cc1cc(C)n(CC(O)COc2ccccc2Br)n1 (stereo not drawn)	-2.8	-3.9	11.9	-6.6	-1.5	-3.9	12.6	1.1
CCOC(=O)[C@@H]1[C@H]2COc3ccc(Br)cc3[C@H]2N2C(=O)N(c3ccc(F)cc3)C(=O)[C@]12C	6.3	-15.7	-1.3	1.1	-3.3	7.6	18.0	4.1
Cc1cccc(-n2nnnc2SCC(=O)c2cc(C)n(Cc3ccco3)c2C)c1	7.1	-19.0	-4.6	10.2	0.0	-1.4	13.1	-8.9
Cc1ccc2c(c1)N(C(C)C(=O)NCCc1ccccc1)C(=O)CO2 (stereo not drawn)	-10.2	-10.2	-4.0	5.6	-2.4	1.1	-10.2	-2.4
Cc1ccc(S(=O)(=O)N2CCN(CC(=O)Nc3ccc(N4CCOCC4)cc3)CC2)cc1C	-8.8	-13.8	-10.1	2.3	1.3	4.9	3.9	-11.4
NS(=O)(=O)c1ccc(NC(=O)COC(=O)CCc2nc3ccccc3c(=O)[nH]2)cc1	-6.2	-8.2	44.9*	6.4	20.1	-4.3	2.9	3.4
Cc1ccc(Nc2nc(N)nc(CSC(=S)N3CCOCC3)n2)cc1	-10.4	-67.8	6.8	1.1	-13.0	0.3	4.9	6.3
Cc1ccsc1/C=N/NC(=O)CNC(=O)c1ccc(S(=O)(=O)N(C)C)cc1	0.9	-10.5	13.9	-0.5	2.9	-1.4	16.1	8.2
COc1ccccc1-n1c(CNc2ccc(F)cc2)nnc1SCC(=O)Nc1cc(C)on1	-6.8	-2.7	11.1	-20.7	17.4	-2.5	2.1	-0.8

In the list so far, 2 have a cyano group.
smiles	ATG4B inhibitor	Gli-Sufu antag	APJ antag	CXCR6 block	UBC13 inh	APJ agonist	CCR6 antagonist	EBI2 antag
N#CCCn1cc(C(=O)Nc2ccc(C(=O)O)cc2)c(-c2cccs2)n1	-9.1	-3.0	0.6	-7.3	18.4	-4.0	0.9	-5.7
CCSc1nc2c(c(=O)[nH]1)C(C(C)C)C(C#N)=C(N)O2 (stereo not drawn)	-2.2	2.7	-19.5	1.5	-10.9	-0.9	-4.6	-3.3

The list goes on.
smiles	ATG4B inhibitor	Gli-Sufu antag	APJ antag	CXCR6 block	UBC13 inh	APJ agonist	CCR6 antagonist	EBI2 antag
CCCN(Cc1nnc(-c2ccccc2Cl)o1)C(=O)c1oc2ccccc2c1C	1.9	-5.9	-43.6	-13.5	3.1	-4.6	1.3	0.3
Cc1cccc(C(=O)Nc2ccn(C)n2)c1	-3.0	-16.1	15.5	1.9	-2.7	-3.4	8.2	2.1
Cc1sc(NC(=O)c2ccccc2)c(C(c2ccccn2)N2CCN(CCO)CC2)c1C (stereo not drawn)	4.9	14.8	6.7	1.8	10.6	-2.7	12.3	-1.6
COc1ccc(C(=O)Cc2ccc(OC)c(OC)c2)c(OC)c1	-11.6	2.2	-7.4	0.5	-2.5	4.7	10.6	-5.3
Cc1cccc(C)c1OCc1cc(C(=O)N2CCC(c3ccncc3)CC2)no1	34.4	-6.3	-23.4	-1.2	-3.9	4.6	1.1	13.2
CC(C)(C)c1ccc(C(=O)NC(=S)N2CCCCCC2)cc1	4.1	4.9	-2.2	24.9	3.5	-8.2	47.9	6.2
CCCN(C(=O)COC(=O)CCOc1ccccc1C)c1c(N)n(Cc2ccccc2)c(=O)[nH]c1=O	-8.2	1.8	19.9	-2.7	9.5	-6.3	-2.8	-1.5
O=C(Nc1ccc(Br)cc1)c1cccc(S(=O)(=O)Nc2ccccn2)c1	-3.1	-3.6	6.6	-3.3	-8.6	5.6	3.4	3.1
CCOC(=O)c1ccc(N=Cc2cnc(N)nc2N)cc1	9.0	-19.6	.	-15.1	.	.	-2.2	-0.3
COC(=O)c1c(NS(=O)(=O)c2cccs2)sc2c1CCCC2	7.0	8.2	-4.6	8.2	1.4	-4.3	9.3	4.2
CNC(=O)c1ccsc1NC(=O)CS(=O)(=O)c1ccccc1	-1.1	-1.7	15.3	-1.8	1.7	-3.0	12.3	-0.7
CCOC(=O)C1=C(C)NC(C)=C(C(=O)OCC)C1C(=O)OCC(=O)N1CCc2ccccc21	7.5	-1.9	13.6	-0.7	4.8	-4.6	9.0	7.7
NS(=O)(=O)c1ccc(NC(=O)COC(=O)C2CC2)cc1	-7.8	2.0	6.0	1.0	4.3	0.0	4.6	-0.4
CCCCn1ccnc1C(=O)c1cccc(S(=O)(=O)N2c3ccccc3CC2C)c1 (stereo not drawn)	-5.7	-1.9	2.2	6.1	-0.4	-4.7	31.8	26.9
O=C(CCCn1c(=S)[nH]c2ccsc2c1=O)NCCc1ccccc1	-3.1	-8.0	19.4	2.2	55.6*	0.4	-2.3	-4.3
Cc1cccc(C)c1NC(=O)CSc1nnc(C)n1-c1ccccc1	0.8	-2.8	-7.4	5.9	2.4	-3.4	5.9	1.5
